ARFGAP1 inhibitor: inhibitors of rat ARFGAP1 GAP activity, primary screen, biochemical, fluorescence polarization, GDP tracer | Arfgap1-stimulated ARF1 GTP hydrolysis, GDP FP detection | inhibition, % at 16.5 µM | hit rate 0.26% among 360,000 | AID 651572, 2012;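 active = inhibition above a per-plate limit, mean inhibition of low control wells plus 3 SD, cut at about 25% in these data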;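 also: 0% = DMSO wells with enzyme and 100% = wells lacking Arfgap1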
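Material: rat Arfgap1 catalytic domain, aa 1-136; also added: human ARF1(Δ1-17)-GTP substrate; compound dosing: one concentration, 16.5 µM, DMSO 1.26%; incubation: GTP hydrolysis reaction 2 h at 25 °C; measured by: Tracer-displacement fluorescence polarization with EDTA stop, 620/688 nm; evaluation: % inhibition from polarization; repeats: one replicate per compound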
PLC-gamma1 inh: PLC-gamma1 enzyme inhibitors, primary screen, biochemical, fluorescence, purified enzyme; 1-phosphatidylinositol 4,5-bisphosphate phosphodiesterase gamma-1 (Homo sapiens), P19174; fluorogenic substrate; inhibition, % at 12.2 µM; hit rate 0.84% among 370,000; in the data active = inhibition above about 9.5%
KLK7 zymogen act: proKLK7 zymogen activators, primary screen, biochemical, fluorescence intensity; Kallikrein-7 (Homo sapiens), P49862; purified proKLK7, EDANS-DABCYL substrate fluorescence; 100% is mature enzyme control, 0% vehicle; activation, % at 7 µM; hit rate 0.9% among 370,000; AID 652039, 2013;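 active = activation above the mean of all tested compounds plus 3 SD, computed per campaign excluding outliers beyond control limits, cut at about 13% in these data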
PLCb3 inh: human PLC-beta3 inhibitors, primary screen, biochemical, fluorescence; 1-phosphatidylinositol 4,5-bisphosphate phosphodiesterase beta-3 (Homo sapiens), Q01970; Purified PLC-beta3, fluorogenic substrate; inhibition, % at 12.2 µM; hit rate 0.18% among 370,000; AID 720704, 2013; in the data active = inhibition above about 11%;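 also: 0% = median of compound wells on plate and 100% = full blocker control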
ADAM17 inh: ADAM17 inhibitors, primary screen, biochemical, QFRET; Disintegrin and metalloproteinase domain-containing protein 17 (Homo sapiens), P78536; recombinant ADAM17, EDANS/DABCYL FRET peptide cleavage; inhibition, % at 6.95 µM; hit rate 0.83% among 370,000; AID 720648, 2013;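 active = inhibition above the mean of compounds lying between control limits plus 3 SD, set per campaign, cut at about 8.5% in these data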;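 also: 0% = DMSO-only wells as the low control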
Target sequence (P78536 215-824 limits assumed): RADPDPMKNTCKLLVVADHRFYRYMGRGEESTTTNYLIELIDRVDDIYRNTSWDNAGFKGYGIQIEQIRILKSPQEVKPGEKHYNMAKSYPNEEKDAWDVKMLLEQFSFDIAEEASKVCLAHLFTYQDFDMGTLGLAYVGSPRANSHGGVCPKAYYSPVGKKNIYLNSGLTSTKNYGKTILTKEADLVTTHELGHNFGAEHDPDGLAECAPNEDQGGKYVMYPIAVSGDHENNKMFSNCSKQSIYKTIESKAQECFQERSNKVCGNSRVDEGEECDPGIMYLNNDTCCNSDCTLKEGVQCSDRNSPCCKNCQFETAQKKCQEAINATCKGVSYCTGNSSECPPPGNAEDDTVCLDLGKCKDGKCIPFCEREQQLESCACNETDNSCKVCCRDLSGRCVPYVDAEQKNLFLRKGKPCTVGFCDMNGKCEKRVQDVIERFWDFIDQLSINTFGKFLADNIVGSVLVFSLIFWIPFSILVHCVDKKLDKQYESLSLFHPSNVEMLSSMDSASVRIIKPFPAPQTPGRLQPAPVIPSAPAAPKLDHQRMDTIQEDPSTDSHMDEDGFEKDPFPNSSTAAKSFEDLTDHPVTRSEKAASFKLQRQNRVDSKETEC
ASAP1 inh: inhibitors of human ASAP1 ArfGAP activity, primary screen, biochemical, fluorescence polarization; Arf-GAP with SH3 domain, ANK repeat and PH domain-containing protein 1 (Homo sapiens), …; ASAP1-stimulated ARF1 GTP hydrolysis, GDP FP detection; inhibition, % at 16.5 µM; hit rate 0.19% among 360,000; AID 624377, 2012; in the data active = inhibition above about 25%;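 also: 0% = vehicle with enzyme and substrate and 100% = no enzyme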
DDE Tn7 FP inh: inhibitors of Tn7 peptide binding to fibrin DD(E), primary screen, biochemical, fluorescence polarization, human fibrin, Tn7 probe | Fibrinogen beta chain (Homo sapiens), P02675 | inhibition, % at 8.3 µM | hit rate 0.13% among 370,000 | FP displacement of FITC-Tn7 peptide from fibrin DD(E); 0% = median of compound wells per plate;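 active = inhibition above the mean of compounds falling within the control limits plus 3 SD of them, cut at about 14% in these data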;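 also: 0% = plate median of compound wells and 100% = 10 µM Aha-Tn7 peptide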
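assay system = human clot-derived fibrin DD(E) complex | quantity = Fibrin-DD(E) at 2 µM final | timing = 10 min preincubation, 3 h with tracer, room temperature | signal = fluorescence polarization | measure = percent inhibition | benchmarks = high control wells with 10 µM unlabelled Aha-Tn7 peptide (full inhibition) | replicates = singlicate testing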
Tn6 DDE FP: inhibitors of Tn6 peptide binding to fibrin DD(E), primary screen, biochemical, fluorescence polarization, human fibrin, Tn6 probe; Fibrin DD(E) TRITC-Tn6 fluorescence polarization displacement; inhibition, % at 8.3 µM; hit rate 0.21% among 370,000;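 active = inhibition above a per-campaign cutoff: mean of compounds within control limits plus 3 SD, cut at about 15% in these data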;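 also: 0% = median of all compound wells on the plate and 100% = blocking peptide control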
MBD2 inh: inhibitors of MBD2 binding to methylated DNA, primary screen, biochemical, TR-FRET, DNA-binding domain, human. Methyl-CpG-binding domain protein 2 (Homo sapiens), Q9UBB5. MBD2 binding to methylated oligonucleotide. inhibition, % at 4.4 µM. hit rate 0.31% among 370,000. AID 686964, 2013; in the data active = inhibition above about 13%
Target sequence (Q9UBB5 whole entry, looked up, the tested form may be a part): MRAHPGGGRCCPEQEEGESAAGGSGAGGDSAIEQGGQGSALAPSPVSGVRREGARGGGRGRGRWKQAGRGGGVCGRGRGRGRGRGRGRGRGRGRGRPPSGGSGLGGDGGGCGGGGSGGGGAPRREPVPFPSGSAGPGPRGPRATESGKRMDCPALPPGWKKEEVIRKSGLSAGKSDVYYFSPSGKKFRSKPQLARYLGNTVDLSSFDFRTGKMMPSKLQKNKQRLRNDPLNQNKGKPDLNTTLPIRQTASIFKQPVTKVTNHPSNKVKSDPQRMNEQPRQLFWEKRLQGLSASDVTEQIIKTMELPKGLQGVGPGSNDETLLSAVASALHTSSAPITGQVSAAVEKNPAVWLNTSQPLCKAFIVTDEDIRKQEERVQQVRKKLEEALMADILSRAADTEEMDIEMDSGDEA
UHRF1 MBD2 ctr: UHRF1 methylated DNA binding inhibitors, primary screen, counter-screen for MBD2 inhibitor project, biochemical, TR-FRET, human UHRF1, single concentration; E3 ubiquitin-protein ligase UHRF1 (Homo sapiens), Q96T88; UHRF1 binding to methylated oligo; inhibition, % at 4.4 µM; hit rate 0.75% among 370,000; AID 687016, 2013; in the data active = inhibition above about 21%;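 also: UHRF1 SRA domain binding a hemimethylated CpG hairpin DNA probe; 0% = median of test compound wells and 100% = reference inhibitor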
An asterisk follows results filed as active; · = no result given. No enrichment for hits. Share with any hit: about 4.1%.

SMILES	ARFGAP1 inhibitor	PLC-gamma1 inh	KLK7 zymogen act	PLCb3 inh	ADAM17 inh	ASAP1 inh	DDE Tn7 FP inh	Tn6 DDE FP	MBD2 inh	UHRF1 MBD2 ctr
CCc1cccc(OCCOCCN2CCCC2)c1	1	4	-0.8	5	1	3	5	7	-2	-1
Cc1ccc(NC(=O)CSc2ccc(-c3ccc4c(c3)OCO4)nn2)cc1F	-13	3	-0.6	0	2	19	1	-5	4	1
C=C(C)CN1CCN(c2c(CCC#N)c(C)c(C#N)c3nc4ccccc4n23)CC1	6	-47	0.2	-56	-16	9	2	-3	4	-3
N#C/C(=C\c1cn(CC(=O)N2CCCCC2)c2ccccc12)C(=O)NCc1ccc2c(c1)OCO2	1	-27	-17	-42	-1	6	-1	-3	4	5
O=C(NCc1ccco1)Nc1cccc2ccccc12	7	-15	-1.4	-22	-18	-3	7	-1	4	-1
CCC(=C(c1ccc(O)cc1)c1ccc(OCCN(C)C)cc1)c1ccccc1	-3	-11	0.2	-4	1	-9	0	1	-5	-3
CCOc1ccc(CCNC(=O)Cn2ccc3ccccc3c2=O)cc1OCC	-10	3	0.2	-1	0	-4	3	7	-1	3
CCOc1ccc(C(=O)Nc2cc(S(=O)(=O)Nc3ccccc3Cl)ccc2N2CCOCC2)cc1	-1	1	-0.5	0	-4	8	0	-10	5	4
CCS(=O)(=O)c1ccc2oc(SCC(=O)NCc3ccccc3)nc2c1	-8	1	-0.7	-5	-1	1	-1	-1	0	-1
CNc1nc(SC)nc(N(C#N)CC(=O)OC)n1	8	1	-0.2	8	-2	-9	2	4	4	1
C=CCN1C(=O)C(CCCC)NC1=S (stereo unspecified)	5	2	0.2	4	0	7	-8	-1	-5	-2
COc1cccc(CNC(=O)CCC(=O)N2CCSc3ccccc32)c1OC	7	-2	0.2	-2	-6	2	7	0	2	5
Cc1ccc(NC(=O)CSC(N)=O)cc1Cl	10	0	0.0	-1	-1	8	2	9	-1	-1
COc1ccc(C(=O)Nc2ncc3c(n2)-c2ccccc2CC3)cc1	1	-5	0.0	-2	-12	-9	1	-5	0	1
COc1ccc(C(=O)NCc2c(CC(C)C)oc(C)c2C(=O)O)cc1	8	0	-0.7	0	-6	-3	5	4	4	2
CN(C)S(=O)(=O)N(CC(=O)N1CCN(Cc2ccccc2)CC1)c1ccccc1	6	4	-0.3	-1	-2	7	-4	0	-1	10
O=C(c1cccnc1Cl)N1CCOCC1	5	4	-0.4	6	6	-5	-7	-6	-1	1
COc1cccc2cc(C(C)=O)c(=O)oc12	1	-17	-1.1	-21	-2	-13	-2	0	-5	-7
Cc1nc(N/N=C/c2cccnc2)cc(N2CCOCC2)n1	4	1	-0.2	-7	-6	-18	1	7	-4	2
CCCn1c(=O)n(CC(=O)NCC2CCCO2)c(=O)c2c3c(sc21)COC(C)(C)C3 (stereo unspecified)	12	2	-0.5	0	1	1	-3	2	3	-1
Cc1ccc(S(=O)(=O)N2C(c3ccccc3)CC(=O)C3CN(S(=O)(=O)c4ccc(Cl)cc4)C(c4ccccc4)CC32)cc1 (stereo unspecified)	13	-1	-0.6	-6	1	5	9	-4	5	3
O=C(NCc1ccccc1)N1CCn2c(nc3ccccc32)C1	-7	-60	-0.1	-103	-61	-1	-6	-5	-6	-3
O=C(O)CCC(=O)Nc1ccc2c(c1)Cc1cc(NC(=O)CCC(=O)O)ccc1-2	-4	2	2.8	-8	-2	5	-3	-10	4	1
O=S1(=O)CCOC[C@H](Cc2ccccc2)N1Cc1ccccc1Br	6	1	0.3	-2	-1	-6	1	-1	9	-2
COc1ccc(NC(=O)c2ccc(-c3ccc([N+](=O)[O-])cc3)o2)cc1	1	-1	0.9	-9	3	2	0	-15	-2	-3

(cont.)
SMILES	ARFGAP1 inhibitor	PLC-gamma1 inh	KLK7 zymogen act	PLCb3 inh	ADAM17 inh	ASAP1 inh	DDE Tn7 FP inh	Tn6 DDE FP	MBD2 inh	UHRF1 MBD2 ctr
COCCN=c1scc(-c2ccc3c(c2)NC(=O)CO3)n1/N=C(\C)c1ccc(O)cc1	3	-28	-0.8	-47	-1	-7	-4	9	1	-2
Cc1ccc(CNC(=O)c2oc3ccc(S(=O)(=O)N4CCC5(CC4)OCCO5)cc3c2C)cc1	-17	2	0.3	1	2	0	3	3	-3	0
CCOP(=O)(c1ccccc1)c1nc(-c2ccc(F)cc2)oc1N1CCCCC1 (stereo unspecified)	8	-24	-1.5	-31	-3	-17	7	13	0	13
O=C1CSC2=NCN(c3ccc4c(c3)OCO4)CN12	2	-13	-0.1	-16	-5	6	2	-4	-3	-6
O=C(NCc1ccco1)/C(=C\c1cccs1)NC(=O)c1cccs1	0	1	-0.3	3	-1	-14	4	1	-1	-1
O=C(Nc1ccc2c(c1)CCC2)c1c(F)cccc1Cl	-10	-6	-0.8	2	2	5	-5	9	0	0
Cc1nnc(Sc2cc(NCCO)c([N+](=O)[O-])c3nonc23)s1	5	2	-0.1	-5	-2	-10	7	-3	-18	-20
CCOC(=O)c1c(C)nc(C)c(C(=O)OCC)c1-c1cccc(N)c1	-5	1	-0.1	-1	-4	-4	1	-1	3	13
CCOc1ccc(S(=O)(=O)Nc2cccc(C(=O)NCC3CCCO3)c2)cc1 (stereo unspecified)	0	-2	-0.3	1	-3	7	-6	1	1	0
c1ccc2c(-c3ccc4nncn4c3)cncc2c1	-7	-2	0.1	-4	-1	-1	-1	2	-4	-2
COCCn1c(N)c(C(=O)NS(=O)(=O)c2ccc(C)cc2)c(=O)[nH]c1=O	7	8	-0.4	3	-1	6	-4	2	-1	4
Cc1cccc(NC(=O)c2c(C)cc(=O)oc2C)n1	-8	0	-0.8	1	4	7	-4	0	4	7
CC(=O)Nc1ccc(Oc2cnc3ccccc3n2)cc1	0	5	-0.2	2	2	3	-2	-9	5	-5
CC(=O)Nc1ccc(S(=O)(=O)N2CCN(c3ccc(C(C)=O)cc3)CC2)cc1	8	-12	1.6	-23	-10	-4	1	2	-3	1
COC(=O)c1c(NC(=O)CN2CCC3(O)CCCCC3C2c2cc(OC)ccc2OC)sc(C)c1C (stereo unspecified)	18	-7	-2.7	-9	6	9	-8	-2	-3	-3
CCN1C(=O)[C@H]2[C@@H](c3ccc(C(F)(F)F)cc3)N[C@]3(CCCN(Cc4ccco4)C3=O)[C@H]2C1=O	-4	0	-0.1	0	-1	1	-6	0	4	-2
CCn1c(O)c(/C=N/N=C/c2ccc(OC)cc2)c2cc(C3=NNC(=O)CC3)ccc21	-6	-13	-0.4	-34	-7	-22	6	-4	-2	1
CC(=O)c1c(C)[nH]c(C(=O)Nc2ccc(F)cc2F)c1C	-4	-2	0.0	-7	-7	-13	2	1	-4	-1
O=C(Cc1cccc2ccccc12)Nc1c(F)cccc1F	-5	8	-0.7	5	0	-9	6	1	-3	0
COc1cc(-c2nnc(NC(=O)CCS(=O)(=O)c3ccccc3)o2)cc(OC)c1OC	3	1	0.4	-2	-2	-19	0	0	2	-1
C/C(=N\NC(=O)c1ccc(OC2CCCC2)cc1)c1ccc(O)cc1	-5	0	0.0	-6	0	-4	0	2	-5	-2
Nc1c2nc(-c3ccccc3)[nH]c(=O)c2nc(=O)n1-c1ccccc1	8	-8	-1.4	-21	-14	-5	-5	7	-7	2
CN1CCN(c2ncnc3c2ncn3[C@H]2CN(Cc3cccnc3)C[C@@H](CO)O2)CC1	9	0	0.9	0	-1	-7	-6	4	-1	-1
O=C(NC1(O)C(=O)c2ccccc2C1=O)c1c(Cl)cccc1Cl	26*	2	0.6	-3	-1	21	-1	9	-4	3
CC1CCN(C(=O)NC(=O)c2ccc(Cl)cc2)CC1	15	0	-0.2	-6	-3	8	0	3	3	-1

(continued)
SMILES	ARFGAP1 inhibitor	PLC-gamma1 inh	KLK7 zymogen act	PLCb3 inh	ADAM17 inh	ASAP1 inh	DDE Tn7 FP inh	Tn6 DDE FP	MBD2 inh	UHRF1 MBD2 ctr
CCC(C)NC(=O)/C=C/c1ccc(S(=O)(=O)NCc2ccco2)cc1 (stereo unspecified)	-2	2	0.1	0	-2	-15	3	-6	3	10
Cc1cc(Cl)ccc1NC(=S)NCCc1ccc(S(N)(=O)=O)cc1	-8	7	0.6	1	6	11	-10	2	-3	2
O=C1CN(C(=O)COC(=O)CCSc2ccccc2Cl)c2ccccc2N1	-4	-1	-0.1	-5	-2	-2	9	1	-2	-3
CC(C)C(=O)N1CCC(Oc2cccnc2)CC1	·	-1	0.2	1	-5	·	-3	-6	2	1
CCN(CC(=O)Nc1ccccc1C(F)(F)F)C(=O)Cc1ccccc1	0	-3	0.3	-7	-3	8	1	1	0	-1
O=C(NCCc1nnc2ccc(NCCCN3CCOCC3)nn12)c1ccccc1F	1	-2	0.4	-12	-6	-7	1	2	-2	1
CCOc1ccc(NCC(=O)Nc2ccc(C)cc2C)cc1	7	-3	-0.2	-5	-1	-4	8	7	-7	-1
Cc1occc1C(=O)/C(C#N)=C/c1ccc(O)c(Br)c1	-5	-10	-0.3	-18	1	-10	-3	4	1	-2
COc1ccc(NC(=O)C2CCCN(S(=O)(=O)c3cnc[nH]3)C2)cc1 (stereo unspecified)	-8	-3	-0.1	0	3	9	-2	2	4	3
COc1ccccc1N1CC(C(=O)OC(C)C(=O)Nc2ccc(F)cc2)CC1=O (stereo unspecified)	9	5	-0.5	5	3	13	-5	6	-3	0
Cc1ccc(C(=O)NNC(=O)c2cccs2)cc1	10	6	0.2	-4	1	2	-7	-3	3	1
CNC(=O)NC(=O)C(OC(=O)c1cccc(S(=O)(=O)N2CCCCC2)c1)c1ccccc1 (stereo unspecified)	3	-1	-0.2	-2	-6	2	-4	-2	6	1
O=C(Nc1ccnc(-c2cccnc2)n1)c1ccccc1Cl	-3	-1	-1.0	1	-3	7	-2	-4	-7	-2

Shown with two lines to a compound: entries from further up.
Values in the order: ARFGAP1 inhibitor, PLC-gamma1 inh, KLK7 zymogen act, PLCb3 inh, ADAM17 inh, ASAP1 inh, DDE Tn7 FP inh, Tn6 DDE FP, MBD2 inh, UHRF1 MBD2 ctr
COc1cccc2cc(C(C)=O)c(=O)oc12
 : 1, -17, -1.1, -21, -2, -13, -2, 0, -5, -7
CCCn1c(=O)n(CC(=O)NCC2CCCO2)c(=O)c2c3c(sc21)COC(C)(C)C3 (stereo unspecified)
 : 12, 2, -0.5, 0, 1, 1, -3, 2, 3, -1
